LMPTP inh: LMPTP (human) inhibition. hit rate 0.22% among 360,000. recombinant LMPTP-A, OMFP fluorogenic substrate, fluorescence intensity. inhibition, % at 20 µM. AID 651560. P24666;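 active = compounds that cut the enzyme signal by at least half of the control window in the single-dose screen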;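 note: plate controls were DMSO wells with enzyme plus substrate for no effect and substrate without enzyme for full effect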
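Assay system: LMPTP-A enzyme. Input: 0.625 nM LMPTP-A final. Probe or stimulus: 400 µM OMFP. Compound dosing: single 20 µM dose. Schedule: 50 min dark incubation at room temperature. Detection: fluorescence intensity of OMFP turnover product. Read-out: percent inhibition versus substrate-only and uninhibited controls. Benchmarks: no-enzyme low control, uninhibited high control.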
Neddyl block: inhibitors of human cullin neddylation. TR-FRET cullin neddylation, biochemical. P61081+Q13564. hit rate 0.58% among 360,000. calls only at 25 µM; in the data active = inhibition above about 36%
Rin1-Abl PPI inh: blocks binding of human Rin1 to Abl. P00519+Q13671. TR-FRET Rin1/Abl binding, biochemical. inhibition, % at 7.35 µM. hit rate 0.4% among 360,000. AID 588664; in the data active = inhibition above about 5%, passing the limit was not always enough
DNMT1 block: inhibitors of human DNMT1; DNMT1 molecular beacon, Hinp1I cleavage, fluorescence; AID 588458; P26358; hit rate 0.83% among 360,000; inhibition (reported as % activation of signal), % at 10 µM; in the data active = inhibition above about 50%
Target sequence (P26358 504-1616 limits assumed): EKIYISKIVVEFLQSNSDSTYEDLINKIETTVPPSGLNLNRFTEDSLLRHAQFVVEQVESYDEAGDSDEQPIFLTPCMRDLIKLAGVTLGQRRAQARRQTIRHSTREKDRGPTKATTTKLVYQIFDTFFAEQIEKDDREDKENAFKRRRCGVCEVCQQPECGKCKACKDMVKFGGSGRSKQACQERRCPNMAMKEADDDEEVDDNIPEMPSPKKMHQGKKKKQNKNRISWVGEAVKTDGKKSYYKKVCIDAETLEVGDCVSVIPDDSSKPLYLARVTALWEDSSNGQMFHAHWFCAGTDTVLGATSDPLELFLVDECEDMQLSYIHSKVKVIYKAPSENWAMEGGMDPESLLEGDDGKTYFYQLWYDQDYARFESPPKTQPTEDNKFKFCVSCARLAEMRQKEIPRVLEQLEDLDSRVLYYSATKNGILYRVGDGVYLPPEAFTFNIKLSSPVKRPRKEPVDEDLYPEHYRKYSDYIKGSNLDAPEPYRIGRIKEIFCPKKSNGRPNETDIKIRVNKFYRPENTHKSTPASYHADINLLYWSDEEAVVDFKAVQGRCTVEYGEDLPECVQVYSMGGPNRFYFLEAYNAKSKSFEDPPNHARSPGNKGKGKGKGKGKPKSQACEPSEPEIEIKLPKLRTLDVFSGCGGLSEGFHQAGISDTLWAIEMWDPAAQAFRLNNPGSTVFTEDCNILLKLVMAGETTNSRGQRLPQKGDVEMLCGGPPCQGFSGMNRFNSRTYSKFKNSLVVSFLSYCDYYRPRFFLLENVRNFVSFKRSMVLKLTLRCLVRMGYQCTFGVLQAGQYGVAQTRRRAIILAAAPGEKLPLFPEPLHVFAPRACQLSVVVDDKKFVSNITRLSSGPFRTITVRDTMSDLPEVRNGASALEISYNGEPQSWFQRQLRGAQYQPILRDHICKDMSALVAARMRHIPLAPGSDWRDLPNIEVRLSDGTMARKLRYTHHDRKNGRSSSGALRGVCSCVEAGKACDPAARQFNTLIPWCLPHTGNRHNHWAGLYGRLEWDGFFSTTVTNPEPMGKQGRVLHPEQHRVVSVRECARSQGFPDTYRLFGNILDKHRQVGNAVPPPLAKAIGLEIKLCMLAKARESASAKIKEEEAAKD
CSN deneddyl inh: inhibitors of human CSN-mediated cullin deneddylation | hit rate 0.38% among 360,000 | inhibition, % at 12.5 µM | Purified CSN, SCF-Nedd8-OG deneddylation, fluorescence polarization | Q92905;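 active = pattern-corrected inhibition above about 35%, with an unprinted fluorescence ratio check between 0.5 and 1.5, limit read from the data, passing the limit was not always enough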;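 note: 0% = enzyme with substrate and 100% = substrate without enzyme; some results filed as inactive read as strong as hits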
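Assay system: Purified human Csn5 enzyme expressed in HEK293T cells | Amount: Enzyme 0.24 nM | Measured by: Fluorescence polarization readout | Medium: Tris/NaCl/DTT buffer, pH 7.5 | Compound dosing: One concentration, 12.5 µM, 0.25% DMSO | Times: 90 min incubation of compound, enzyme and substrate at room temperature | Control set: no-enzyme wells high, enzyme-with-substrate wells low | Read-out: % inhibition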
SUMO1-SIM PPI: alters human SUMO1 binding to SIM partners | hit rate 0.33% among 360,000 | SUMO1 binding to a labelled peptide, TR-FRET, 1 h | AID 602429 | inhibition, % at 20 µM | P63165; in the data active = inhibition above about 37%
STEP block: inhibitors of human striatal-enriched phosphatase STEP; P54829; recombinant STEP, OMFP fluorogenic substrate, fluorescence; inhibition, % at 20 µM; hit rate 0.25% among 360,000; AID 588621;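 active = inhibition at 20 µM, scaled per plate between control wells, above about 37%, limit read from the data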;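 note: 0% = DMSO with enzyme and substrate and 100% = substrate only without enzyme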
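Material: STEP (striatal-enriched tyrosine phosphatase) enzyme, cell-free; Compound dosing: 20 µM single dose in 1% DMSO; Technique: fluorescence read at 480 nm ex / 540 nm em; Times: reaction 20 min, ambient temperature; Medium: 50 mM Bis-Tris pH 6.0 with 2.5 mM DTT and 0.005% Tween 20; Also added: OMFP at 25 µM.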
Rpn11 block: inhibitors of human proteasome Rpn11. human 26S proteasome, Ub4-pepOG fluorescence polarization; 20S core pre-blocked with epoxomicin. calls only at 20 µM. hit rate 0.59% among 360,000;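 active = inhibition at 20 µM, scaled to each plate's controls, above about 33%, limit read from the data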
NadD block: blocks S. aureus nicotinate mononucleotide adenylyltransferase; hit rate 0.78% among 360,000; AID 602399; purified NadD enzyme, colorimetric absorbance read-out; inhibition, % at 20 µM; in the data active = inhibition above about 26%; note: some compounds past the cut are filed as inactive
Scp1 inh: Scp-1 (human) phosphatase inhibition; Q9GZU7; hit rate 0.88% among 340,000; Recombinant Scp1, phosphopeptide, malachite green phosphate absorbance; inhibition, % at 20 µM;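 active = inhibition above about 50% at 20 µM, limit read from the data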;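 note: plate controls were DMSO wells with enzyme for no effect and wells lacking enzyme for full effect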
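Times: enzyme reaction 45 min at room temperature, colour 5 min, stabilisation 30 min. Material: SCP-1 catalytic fragment, aa 76-261. Medium: Acidic Tris acetate buffer with magnesium and detergent. Signal: colorimetric free-phosphate detection, absorbance 630 nm. Read-out basis: % inhibition of SCP-1 phosphate liberation. Reagent: Phosphorylated 17-residue peptide substrate.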
Starred values were filed as active, the others as inactive; i = inactive; nt = not tested or not shown.

SMILES	LMPTP inh	Neddyl block	Rin1-Abl PPI inh	DNMT1 block	CSN deneddyl inh	SUMO1-SIM PPI	STEP block	Rpn11 block	NadD block	Scp1 inh
COC(=O)C1=CN(Cc2cccs2)C=C(C(=O)OC)C1c1cccc(Cl)c1	1.3	nt	4	-1	5	0	-4	i	-5	-2
CCc1nc(SCC(=O)Nc2ccc(F)cc2)c2c(=O)n(C)c(=O)n(C)c2n1	-0.7	i	1	-1	2	-1	-2	i	3	-5
O=C(NCc1ccccc1Cl)c1cccc(OC2CCN(C(=O)C3CC3)CC2)c1	0.3	i	0	1	-1	-1	-1	i	-1	-11
CS(=O)(=O)Nc1ccccc1C(=O)N1CCCC1	-2.3	i	1	0	4	0	1	i	-6	-12
COCCNC(=O)C1(C)CCCN(C(=O)c2ccc(F)c(Cl)c2)C1 (stereo not drawn)	-1.9	i	-2	3	-4	5	0	i	1	nt
Cc1cc(C)nc(SCc2ccc(C(=O)N/N=C/c3ccco3)cc2)n1	1.1	i	-1	-2	5	-6	2	i	-5	4
O=C(NCc1ccc2c(c1)OCO2)c1ccccc1	-1.9	i	1	-2	-2	-1	2	i	-7	8
CCCn1nc(C(=O)Nc2ccc3c(c2)OCO3)c2ccccc2c1=O	1.3	i	0	-5	-2	-12	2	i	-8	-10
CC1CCN(C(=O)Cn2c3ccccc3c3nc4n(c(=O)c32)CCCS4)CC1	-0.2	i	-3	0	3	-13	-1	i	3	-5
CSc1ccccc1OCc1cc(C(=O)N2CCN(C3CCCC3)C(=O)C2)no1	0.3	i	-4	-2	-1	-3	2	i	-4	-12
Cc1ccc(S(=O)(=O)N2CCN(C(=O)c3cc(C4CC4)nn3-c3ccccc3)CC2)cc1	0.6	i	-8	-2	-2	3	1	i	-9	nt
COc1ccc(-c2csc(NC(=O)c3c(C)noc3C)n2)cc1	-0.2	i	3	-10	-1	22	-3	i	7	-5
COC(=O)c1ccc(COC(=O)CNS(=O)(=O)c2ccccc2)cc1	-0.6	i	0	-3	-2	2	-2	i	-6	-1
O=C(CCl)NNc1cccc(Cl)n1	-2.6	i	-1	4	7	0	-7	i	-5	-14
COc1ccc(Br)cc1/C=C(\C(=O)O)c1ccc(S(=O)(=O)N2CCCCC2)s1	0.3	i	2	2	2	-1	0	i	3	7
O=C(NCc1ccco1)c1ccc2c(c1)S(=O)(=O)c1ccccc1C2=O	0.6	i	3	0	1	-29	-3	i	-1	-3
O=C(CSc1nnc(-c2n[nH]c3ccccc23)n1-c1ccccc1)Nc1cccc(Cl)c1	0.7	i	-1	-5	-2	4	-3	i	17	-2
CCOc1ccc(S(=O)(=O)N(C)c2ccc(OCC(=O)N3CCOCC3)cc2)cc1	1.4	i	0	0	-4	0	2	i	-8	-2
CC(=O)C1=NOC2C(=O)N(c3ccccc3)C(=O)C12 (stereo not drawn)	2.7	i	-2	0	-4	2	2	i	-6	-2
COC(=O)c1ccc(N/C(=N/S(=O)(=O)c2ccccc2)c2ccccc2)cc1	-0.3	i	-1	-2	4	9	-3	i	-4	-7
COc1ccc(Cl)cc1N1C(=O)[C@@H]2C(c3cccc(OC)c3OC)=NO[C@@H]2C1=O	-0.3	i	2	-3	-4	2	-3	i	2	-7
C=C(C)c1cccc(C(C)(C)NC(=O)NC(c2ccccc2)c2ccc(OC)cc2)c1 (stereo not drawn)	-1.3	i	-1	2	-7	1	-2	i	-4	-3
COc1ccc(CNC(=O)c2cc3c(=O)n4ccccc4nc3n(Cc3cccnc3)c2=N)cc1	15	i	-1	3	4	-22	-3	i	8	5
NS(=O)(=O)c1ccc(NCc2cnc3ccccc3c2)cc1	0.1	i	0	9	5	4	-1	i	0	nt
COCC1CCN(C(=O)c2ccc3oc(C(C)C)nc3c2)C1 (stereo not drawn)	-0.7	i	0	3	2	1	-3	i	-5	nt
COc1ccc(Cc2c(-c3ccc(C#N)cc3)nc3c4ccccc4ccn23)c(C)c1	2.4	i	nt	nt	2	-11	nt	nt	16	nt
COc1cccc(NC(=O)C2CCN(Cc3cnn(-c4ccccc4)c3-n3cccc3)CC2)c1	1.0	i	3	-3	-3	0	0	i	1	0
CC[C@]1(O)CC2CN(CCc3c([nH]c4ccccc34)[C@@](C(=O)OC)(c3cc4c(cc3OC)N(C=O)[C@H]3[C@@](O)(C(=O)OC)[C@H](OC(C)=O)[C@]5(CC)C=CCN6CC[C@]43[C@@H]65)C2)C1 (stereo partly drawn)	-0.1	i	-3	-2	-1	1	-1	i	4	-9
Fc1ccc(-c2n[nH]c(=S)n2-c2ccc3c(c2)OCCO3)cc1	-0.1	i	0	3	-6	2	-1	i	-4	3
CCOP(=O)(c1ccccc1)C(O)c1ccc(F)cc1 (stereo not drawn)	-1.1	i	4	2	-1	3	0	i	0	-3
O=C1C2C3C=CC(C3)C2C(=O)N1Nc1c(Cl)cc(Cl)cc1Cl (stereo not drawn)	0.1	i	0	1	3	-5	-1	i	-4	-4
CC(C)(C)c1cc(NC(=O)C2CCCO2)no1 (stereo not drawn)	1.0	i	5	5	3	2	-6	i	-2	-4
CC(C)(C)c1ccc(OCCC(=O)OCC(=O)N2c3ccccc3NC(=O)C2(C)C)cc1	2.3	i	2	-7	4	1	1	i	-6	-8
Cc1cc(C(=O)O)ccc1-c1ccc(/C=C2\NC(=O)N(Cc3ccc(F)cc3)C2=O)o1	9.1	nt	-1	64*	36*	29	9	i	5	73*
Nc1ccccc1C#Cc1ccccc1	1.1	i	2	-11	-1	4	-3	i	-3	-6
COCCNC(=O)CCC1CCN(C/C=C/c2ccccc2OC)CC1	1.1	i	1	0	0	1	0	i	-1	-3
NC(=O)c1ccccc1NC(=O)Nc1cccc(Cl)c1Cl	0.0	i	0	0	5	0	-3	i	-1	-13
CN=c1scc(-c2ccc(Cl)cc2)n1C	0.5	i	-3	7	-2	0	2	i	-5	-9
COc1ccccc1NC(=O)COC(=O)Cn1cnc2c1c(=O)n(C)c(=O)n2C	-0.6	i	1	0	5	-3	-4	i	-4	-4
COC(=O)[C@@]12CCCN1[C@H](c1ccc(-c3ccccc3)cc1)[C@H]1C(=O)N(C)C(=O)[C@H]12	-1.3	i	3	-3	3	-39	-2	i	6	0
COc1ccccc1Nc1nnc(SCC(=O)c2c(N)n(C3CC3)c(=O)[nH]c2=O)s1	-0.6	i	2	3	-1	24	-2	i	4	-15
Cc1ccc2c(c1)N(C(=O)CCC(=O)NCc1ccccc1)CC(C)O2 (stereo not drawn)	-2.2	i	0	2	4	5	0	i	-5	2
O=C(NCc1nnc(SCC(=O)N2CCCCCC2)o1)c1ccco1	-0.4	i	-2	2	7	-3	-4	i	0	2
COc1ccc(C2C(C(C)=O)=C(O)C(=O)N2c2ccc(Br)cn2)cc1 (stereo not drawn)	0.6	i	1	-5	-3	-7	4	i	-1	-7
CCOC(=O)c1c(NC(=O)CSc2nnc(-c3c[nH]c4ccccc34)n2C)sc2c1CCCC2	3.1	i	-2	-27	4	1	0	i	33*	53*
CN1CCN(Cc2c(C#N)c3ccccc3n2C)CC1	-1.1	i	-4	2	0	4	-4	i	-5	-8
CCOC(=O)c1cc2c(C)n(-c3ccc(OCC)cc3)c(C)c2ccc1=O	-0.7	i	-1	-6	-4	-25	-4	i	12	-7
COc1ccc(S(=O)(=O)Nc2ccccc2C(=O)OC2CCCN(C)C2)cc1OC (stereo not drawn)	-1.1	i	-2	7	-3	0	-2	i	0	-2
O=C(COc1coc(CN2CCN(c3ccc(F)cc3)CC2)cc1=O)Nc1ccccc1	0.7	i	-5	-3	-3	4	-1	i	-2	1
CC(c1ccccc1)N1CCN(C(=O)CCl)CC1 (stereo not drawn)	-1.7	i	-1	-3	1	3	-5	i	-2	-6

Carrying on.
SMILES	LMPTP inh	Neddyl block	Rin1-Abl PPI inh	DNMT1 block	CSN deneddyl inh	SUMO1-SIM PPI	STEP block	Rpn11 block	NadD block	Scp1 inh
Cc1ccc(N2CC(C(=O)N3CCN(Cc4ccc5c(c4)OCO5)CC3)CC2=O)cc1 (stereo not drawn)	0.2	i	5	-1	3	2	0	i	-15	0
O=C(c1ccco1)N1CCN(C(c2ccccc2)c2nnnn2C2CCCC2)CC1 (stereo not drawn)	-3.8	i	0	1	-10	-1	-3	i	5	-6
CC(=O)c1ccc(NC(=O)c2cc(-c3cccs3)on2)cc1	0.1	i	1	-9	0	-4	0	i	4	-1
Cc1ccccc1NC(=O)CSc1n[nH]c(-c2ccccn2)n1	0.3	i	-2	1	-1	5	-1	i	-1	63*
CC(C)OCCCN1C(=O)c2[nH]nc(-c3ccccc3O)c2C1c1cccc(Cl)c1 (stereo not drawn)	1.2	i	1	-3	9	5	-2	i	1	-8
Cn1c2ccccc2c2nn(-c3ccccc3)c(=O)cc21	0.9	i	1	0	1	-22	-5	i	-5	3
COc1ccc(N2CCN(C(=O)CSc3nnc(NC(=O)C4CCC4)s3)CC2)cc1	-0.9	i	-1	-1	7	3	-2	i	-2	-3
Cc1ccc(-c2nc(CS(=O)(=O)CC(=O)NCc3ccc4c(c3)OCO4)c(C)o2)cc1	0.4	i	5	-1	-5	1	-5	i	3	-7
CC(=O)N1CCN(c2ccc(NS(=O)(=O)c3ccc(C)cc3)cc2)CC1	0.4	i	3	-4	2	1	-2	i	-8	-5
NS(=O)(=O)c1ccc(S(=O)(=O)N2CCCC(c3ccccc3)C2)cc1 (stereo not drawn)	-3.1	i	-5	-1	3	2	-2	i	-3	nt
CCOc1ccc(C(=O)NC(C)C2COc3ccccc3O2)cc1 (stereo not drawn)	-0.8	i	2	-2	0	-3	3	i	-4	-6
N#CCCn1cc(C(=O)N2CCCCC2)c(-c2ccc([N+](=O)[O-])cc2)n1	-0.9	i	1	0	-1	-17	1	i	4	-3
O=C(OCc1cccc(C(F)(F)F)c1)c1ccc[nH]c1=O	1.5	i	-1	3	-1	2	0	i	1	-14

4 compounds out of the list above, arranged by the value under Scp1 inh, largest number first.
SMILES	LMPTP inh	Neddyl block	Rin1-Abl PPI inh	DNMT1 block	CSN deneddyl inh	SUMO1-SIM PPI	STEP block	Rpn11 block	NadD block	Scp1 inh
Cc1ccc2c(c1)N(C(=O)CCC(=O)NCc1ccccc1)CC(C)O2 (stereo not drawn)	-2.2	i	0	2	4	5	0	i	-5	2
COC(=O)[C@@]12CCCN1[C@H](c1ccc(-c3ccccc3)cc1)[C@H]1C(=O)N(C)C(=O)[C@H]12	-1.3	i	3	-3	3	-39	-2	i	6	0
COc1ccc(S(=O)(=O)Nc2ccccc2C(=O)OC2CCCN(C)C2)cc1OC (stereo not drawn)	-1.1	i	-2	7	-3	0	-2	i	0	-2
Nc1ccccc1C#Cc1ccccc1	1.1	i	2	-11	-1	4	-3	i	-3	-6
